TRHR ag – activates the human TRH receptor. P34981. TRHR cells, calcium flux fluo-8, FDSS agonist mode. activation, % at 2 µM. AID 493084. 360,000 compounds, 0.18% hits; in the data active = activation above about 30%; also: 0% is about no effect
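Agonist-mode FDSS calcium read (Ex 480/Em 530, 1 s cycles) in 1536-well TRHR cells with fluo-8 dye, after 10-cycle baseline and 23 nL compound addition; TRH at EC20 (10 nM final) added afterwards for the enhancer phase.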
Pol kappa inh – DNA polymerase kappa (human) inhibition; Q9UBT6; purified Pol kappa, fluorescent DNA synthesis assay, 10 min; Potency, µM (titrated, usually from 107 µM), without a hit: at the highest dose activity, negative = inhibition, hits mostly inhibitors; 400,000 compounds, 0.53% hits; AID 588579; also: potency is read from the fitted curve at half-maximal effect; % is scaled to controls: 0 for no effect and ±100 for the full control effect
Target sequence (Q9UBT6 whole entry, looked up): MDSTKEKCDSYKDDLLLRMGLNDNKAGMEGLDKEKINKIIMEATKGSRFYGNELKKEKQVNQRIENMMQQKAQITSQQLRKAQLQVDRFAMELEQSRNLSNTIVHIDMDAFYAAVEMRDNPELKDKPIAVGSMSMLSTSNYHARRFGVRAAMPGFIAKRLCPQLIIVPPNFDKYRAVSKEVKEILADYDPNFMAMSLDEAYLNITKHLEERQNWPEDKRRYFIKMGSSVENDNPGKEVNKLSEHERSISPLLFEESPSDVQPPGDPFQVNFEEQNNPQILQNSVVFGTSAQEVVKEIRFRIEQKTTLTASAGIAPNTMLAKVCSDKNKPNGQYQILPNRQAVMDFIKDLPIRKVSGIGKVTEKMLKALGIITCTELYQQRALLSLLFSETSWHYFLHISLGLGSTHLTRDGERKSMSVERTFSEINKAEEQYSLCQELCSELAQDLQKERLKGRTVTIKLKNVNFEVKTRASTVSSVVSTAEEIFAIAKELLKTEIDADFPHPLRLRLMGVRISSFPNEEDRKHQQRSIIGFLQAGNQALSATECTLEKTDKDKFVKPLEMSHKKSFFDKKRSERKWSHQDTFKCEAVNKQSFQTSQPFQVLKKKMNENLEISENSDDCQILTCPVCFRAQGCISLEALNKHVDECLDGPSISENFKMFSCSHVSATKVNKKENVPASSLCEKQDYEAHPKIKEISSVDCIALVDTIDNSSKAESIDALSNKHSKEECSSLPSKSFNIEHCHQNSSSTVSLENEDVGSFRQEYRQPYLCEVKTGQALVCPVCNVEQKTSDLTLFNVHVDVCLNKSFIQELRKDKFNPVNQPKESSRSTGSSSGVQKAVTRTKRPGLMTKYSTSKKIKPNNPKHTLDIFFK
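Readout: fluorescence, taken kinetically at 0 and 10 min. Conditions: 10 nM Pol kappa, 15 min RT compound preincubation, 50 nM substrate final. Controls: enzyme-free buffer wells.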
APE1 inh – blocks human APE1 abasic DNA cleavage; P27695; recombinant APE1, TAMRA/BHQ-2 abasic DNA cleavage fluorescence; Potency, µM (top dose mostly 65.8 µM), for the others: top-dose activity change, negative = inhibition, most hits filed as inhibitors; 350,000 compounds, 0.35% hits; AID 2517;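 also: potency is read from the fitted curve at half-maximal effect; plate controls were vehicle for no effect and reference inhibitor for full effect; nearly all actives have a fitted effect of over 55% in size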
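Kinetic fluorescence read (525 ex/598 em nm, three reads 60 s apart) of AP-site incision; signal = third minus first read. Enzyme 0.75 nM, dual-labelled THF duplex 50 nM, compound preincubation 15 min RT.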
ALOX12 inh – blocks human arachidonate 12S-lipoxygenase; P18054; purified 12hLO, xylenol orange hydroperoxide absorbance; Potency, µM (highest dose often 108 µM), for the others: at the top dose activity change, negative = inhibition, usual class: inhibitors; 580,000 compounds, 1.1% hits; also: potency is read from the fitted curve at half-maximal effect; % is scaled to controls: 0 for no effect and ±100 for the full control effect
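Hydroperoxide product was detected by ferrous iron/xylenol orange as the 573 to 405 nm absorbance ratio. Arachidonic acid at 40 uM (final) was turned over for 30 min at room temperature by 150 nM human 12hLO, pH 7.0 Hepes buffer, after 15 min compound preincubation.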
POLB inh – DNA polymerase beta (human) inhibition. P06746. Pol beta primer extension/strand displacement, fluorescence kinetic. Potency, µM (doses to about 114 µM), for the others: at the top dose activity change, negative = inhibition, usual class: inhibitors. 340,000 compounds, 1.3% hits; also: potency is read from the fitted curve at half-maximal effect; % is scaled to controls: 0 for no effect and ±100 for the full control effect
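Values derive from four-parameter Hill fits of normalized kinetic data: reads at 0 and 10 min following addition of 50 nM substrate to 10 nM Pol beta preincubated 15 min with compound.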
POLI inh – inhibitors of human DNA polymerase iota; Pol iota fluorescent replication assay, 10 min; Potency, µM (doses to about 115 µM), for inactives: at the highest dose activity, negative = inhibition, usual class: inhibitors; 390,000 compounds, 1% hits; also: potency is read from the fitted curve at half-maximal effect
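Fluorescent replication assay read twice, at 0 min and 10 min after adding 50 nM (final) substrate. Enzyme (10 nM) and compounds were first incubated 15 min at room temperature; enzyme-free buffer wells were negative controls.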
Anesthetic bind – candidate novel general anesthetic via apoferritin binding; P02791; apoferritin/1-aminoanthracene competitive binding, fluorescence; Potency, µM (series often up to 77.5 µM), without a hit: at the highest dose activity change, negative = displacement, actives largely listed as inhibitors; 350,000 compounds, 0.074% hits; AID 485281; also: potency is read from the fitted curve at half-maximal effect; % is scaled to controls: 0 for no effect and ±100 for the full control effect; nearly all actives have a fitted effect of over 20% in size
Target sequence (P02791 2-175 limits assumed): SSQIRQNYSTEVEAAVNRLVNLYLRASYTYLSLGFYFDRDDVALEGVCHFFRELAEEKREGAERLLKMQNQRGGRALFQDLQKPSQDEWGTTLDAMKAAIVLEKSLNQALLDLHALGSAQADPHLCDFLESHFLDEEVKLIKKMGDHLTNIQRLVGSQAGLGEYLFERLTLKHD
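Steps: apoferritin (10 uM) was premixed with half-saturated 1-AMA in PBS, compounds were pin-transferred, plates stood 10 min at room temperature, fluorescence was read at 380/535 nm, and curves were fitted with a Hill equation.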
BLM inh – inhibitors of human Bloom syndrome helicase BLM; recombinant BLM DNA unwinding, fluorescence dequenching; Potency, µM (series often up to 56.1 µM), for inactives: at the top dose activity change, negative = inhibition, usual class: inhibitors; 350,000 compounds, 0.2% hits; AID 2528;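 also: potency is read from the fitted curve at half-maximal effect; plate controls were vehicle for no effect and no enzyme for full effect; nearly all actives have a fitted effect of over 35% in size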
ERG-DNA inh – blocks human ERG Ets domain binding to DNA; 370,000 compounds, 0.028% hits; Potency, µM (doses to about 76.9 µM), without a hit: top-dose FP activity, negative = inhibition, most hits filed as inhibitors; fluorescence polarization, His-ERG Ets domain / labelled DNA; active = well fitted inhibition curve with a large enough effect in the polarisation, with a control signal flat; inconclusive = small, poorly fitted or top-dose-only effect, or effect the other way, or a change in a side signal; inactive = no such curve, though single readings can be large or run the other way; the % refers to the polarisation;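 also: polarization taken with two DNA probes labelled with fluorescein and Texas red; potency is read from the fitted curve at half-maximal effect; % of control where 0% means no effect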
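His-tagged ERG Ets domain (1 uM in the protein solution; 300mM KCl, 50mM Tris-HCl, 1mM EDTA, 1mM DTT, pH 7.5) received compound, then a probe mix of 5 nM fluorescein-DNA and 100nM Texas-615-DNA. Fluorescence polarization was read for both dyes.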
* hit, by the source's call; ? = inconclusive; / = no result given; & = joins results of further samples; ! = a repeat was not active; [ ] = dose if it differs, or a comment. Unless noted, calls follow the shape of the dose curve; as a rule, active = well fitted curve in the direction sought with a large enough effect; inconclusive = small, poorly fitted or top-dose-only effect, or another doubt; inactive = no such curve, though single readings can be large; an effect the other way counts as inactive or inconclusive.

SMILES	TRHR ag	Pol kappa inh	APE1 inh	ALOX12 inh	POLB inh	POLI inh	Anesthetic bind	BLM inh	ERG-DNA inh
Cn1c(/C(C#N)=C/c2cccc(O)c2)nc2ccccc21	-0.5	-22%	1%	-9%	20%	62%	-19%	-3%	12%
O=C(c1cccc(N2C(=O)C3CC=CCC3C2=O)c1)N1CCCCCC1 (stereo not given)	-0.2	-8%	-3%	-16%	7%	-9%	-2%	0%	1%
CCc1ccc2oc(C(=O)N3CCN(C)CC3)cc(=O)c2c1	0.6	-3%	-16%	2%&-9%	9%	-17%	-2%	-2%	-7%
CCn1ccc2cc(S(=O)(=O)N3CCC(C(=O)NCc4ccc(F)cc4)CC3)ccc21	-0.1	-13%[60.1 µM]	/	-17%	23%	21%	12%	-4%	0%
Cc1ccc(/C=C/C(=O)Nc2nnc(C)s2)o1	0.1	-19%	4%	-4%	11%	?	-10%	-8%	5%
CCOC(=O)C1CCN(S(=O)(=O)c2cc(-c3cc(C)no3)ccc2OC)CC1	0.0	-4%	/	-14%	0%	-5%	4%	0%	-5%
CCc1cc2ccccc2nc1SCC(=O)NC1CCCC1	-1.2	-20%	1%[12.4 µM]	-5%	48%	76%[activator]	-1%	0%	0%
COc1ccc(OC)c(-c2nnc(NC(=O)C(C)Sc3nncn3C)s2)c1 (stereo not given)	0.6	0%	-2%	12%	0%	13%	0%	1%	2%
CCc1nnc(NC(=O)c2cc(-c3ccc(C)o3)nc3ccccc23)s1	-0.1	-10%	34%	6.3µM*	/	8%	/	/	/
O=c1[nH]c2cc3c(cc2cc1CN(Cc1ccco1)C(=S)NCC1CCCO1)OCCO3 (stereo not given)	0.0	-6%	3%	-12%	16%	-3%	-1%	-8%	-2%
O=C(CSc1nnc(CN2CCCCC2)n1-c1ccccc1)c1ccc2c(c1)OCO2	0.9	2%	4%	-6%	13%[57.1 µM]	?	-6%	1%	1%
Cc1ccc(C(=O)Nc2ccc(Br)cc2)cc1S(=O)(=O)NCc1ccccc1	0.9	-10%	/	?	3%	-12%	-8%	-14%	2%
C=CCOc1c(Br)cc(/C=N/NC(N)=O)cc1OC	-0.4	-17%	4%	13%	0%	16%	-1%	-3%	-9%
C#CCNC(=O)C1=C[C@@H](c2coc3ccccc3c2=O)C[C@@H](OCc2ccc(CO)cc2)O1	-0.9	-15%	2%	-4%	1%	8%	-3%	-9%	8%
Cc1nc(/C=[N+](\[O-])C(C)(C)/C=N/O)n(O)c1C	1.2	0%	4%	?	-22%	16%	-14%	-3%	7%
CN1CCN(c2cc(N3CCc4ccccc4C3)c(F)cc2[N+](=O)[O-])CC1	1.5	-9%	-2%	?	7%	-14%	-21%	-3%	-8%
C/C(=C\c1ccccc1)CN1CCN(c2ccccc2)CC1	0.0	-11%	1%	?	0%	-12%[58.9 µM]	2%	0%	2%
Cc1ccc(S(=O)(=O)Nc2cccc(-c3ccc(N4CCCCCC4)nn3)c2)c(C)c1	0.3	-3%	?	22%	12%	-15%	-4%	-8%	1%
O=C(c1cccc(F)c1)N1CCC2(CC1)CN(c1ncccn1)C2	/	8%[60.1 µM]	17%	-2%[57.4 µM]	/	/	/	2%	/
O=C(NCCc1ccccc1)c1ccc(Cn2c(SCc3cccc(F)c3)nc3cccnc32)cc1	2.6	-6%	12%	-10%	31%	-2%	-6%	-7%	5%
COc1ccc(C2Nc3ccccc3C(=O)N2c2ccccc2)cc1Cn1cc([N+](=O)[O-])cn1 (stereo not given)	0.8	-18%	5%	-10%	21%	-19%	-16%	-5%	-13%
COc1ccc(S(=O)(=O)NCC2CCCO2)cc1NC(=O)c1ccccc1F (stereo not given)	0.8	-13%	-13%	15%	9%	-25%	-4%	-11%	9%
Cc1ccc(C(=O)Nc2ccc(C(=O)O)cc2)cc1S(=O)(=O)N1CCC(C)CC1	0.6	9%	/	?	0%	-14%	-6%	1%	-4%
COc1ccc(-c2cc(C(=O)OCC(=O)c3cccc([N+](=O)[O-])c3)c3cc(C)ccc3n2)cc1	0.5	-20%	?	-14%	39%	41%[activator]	-2%	-7%	-3%
COc1ccc(OC)c(/C=N/NC(=O)CSc2cc(C)nc3c(OC)cccc23)c1	-2.7	-14%	1%	-3%	?	116%[activator]	92%[activator]	-11%	-7%
Cc1cc(NC(=O)C(C)SCC(=O)Nc2cc(C(F)(F)F)ccc2N2CCOCC2)no1 (stereo not given)	0.3	5%	33%	10%	/	27%	/	/	-9%
COc1cc(C(=O)N2CCN(Cc3ccc4c(c3)OCO4)CC2)c([N+](=O)[O-])cc1OC	0.2	-9%	2%	-2%	28%	-3%	-4%	-3%	-3%
Cc1nn(C)cc1/C=N/NC(=O)Cn1nccc1C	2.3	-18%	-8%	6%	22%	19%	1%	-1%	-9%
O=S(=O)(NCc1csc(-c2ccccc2)n1)c1ccccc1	-0.9	-12%	/	-12%	17%	35%[activator]	-8%	1%	-5%
CCC/C=C1/CCCOC(C(=O)NCc2ccccn2)(C(F)(F)F)C1 (stereo not given)	/	4%&0%	0%	11%	/	89µM*!	-6%	0%	-2%
CC(O)CNCCCOc1cccc(C(F)(F)F)c1 (stereo not given)	2.4	-1%	18%	-16%	1%	150%[activator]	-11%	1%	7%
COc1ccc(C(=O)c2ccc(N(C)C)cc2)c2ccccc12	-0.5	-9%	-8%	-13%	0%	1%	-9%	-8%	/
Cn1cc(C(CC(=O)O)C(=O)O)c2ccccc21 (stereo not given)	0.5	-4%	1%	?	0%	13%	-9%	2%	0%
CCn1c(CNc2ccc(Cl)cc2)nnc1SCC#N	0.2	-4%	-2%	0%	-7%	-6%	-6%	-2%	-8%
FC(F)C(F)(F)C1=CC(c2ccccc2)=NCCN1	1.0	-13%	1%	3%	8%	0%	-13%	1%	-3%
COc1ccc(/C=N/NC(=O)c2cccnc2)cc1CSc1nc2ccccc2s1	0.3	-3%	?	29%	-1%	-27%	0%	5%	6%
COC(=O)Nc1ccc(C)c2nsnc12	0.0	-18%	0%	-6%	0%	36%[activator]	4%	-4%	3%
Cc1ccc(NC(=S)c2nc3ccccc3[nH]2)c(C)c1	0.5	-9%	12%	-20%	6%	22%	2%	0%	-6%
CC(C)CNC(=O)COC(=O)c1c2c(nc3ccccc13)/C(=C/c1cccs1)CC2	0.2	-8%	-7%	-24%	18µM*	?	-20%	-16%	9%
Cn1c(=O)c2[nH]c(SCc3ccccn3)nc2n(C)c1=S	0.9	/	51%[activator]	0%	8%	/	11%	1%	/

Full records, quoted from the list. Screens in order: TRHR ag | Pol kappa inh | APE1 inh | ALOX12 inh | POLB inh | POLI inh | Anesthetic bind | BLM inh | ERG-DNA inh
FC(F)C(F)(F)C1=CC(c2ccccc2)=NCCN1 is entered as 1.0 | -13% | 1% | 3% | 8% | 0% | -13% | 1% | -3%
CCn1c(CNc2ccc(Cl)cc2)nnc1SCC#N is entered as 0.2 | -4% | -2% | 0% | -7% | -6% | -6% | -2% | -8%
COc1ccc(C2Nc3ccccc3C(=O)N2c2ccccc2)cc1Cn1cc([N+](=O)[O-])cn1 (stereo not given) is entered as 0.8 | -18% | 5% | -10% | 21% | -19% | -16% | -5% | -13%

The results go on:
SMILES	TRHR ag	Pol kappa inh	APE1 inh	ALOX12 inh	POLB inh	POLI inh	Anesthetic bind	BLM inh	ERG-DNA inh
Cc1cc(C)cc(NC(=O)[C@@H](NC(=O)c2ccco2)C(C)C)c1	-0.4	-15%	27%	-5%	4%	47%[activator]	-11%	-3%	-10%
O=C(CC12CC3CC(CC(C3)C1)C2)NCc1ccc(F)cc1	0.2	-4%	34%	22%	-11%	125%[activator]	25%	-5%	10%
Cc1c(NC(=O)COC(=O)Cn2cc(C(F)(F)F)ccc2=O)cccc1[N+](=O)[O-]	-0.4	12%	20%	-3%	/	25%	/	/	52%[activator]
O=C1CCCN2N=C(SCC(=O)N3N=C(c4ccc(Br)cc4)CC3c3ccc(F)cc3)SC2=N1 (stereo not given)	0.0	-9%	-10%	3%	-2%	2%	-10%	-5%	3%
COc1ccc(C(=O)Cc2ccccc2)cc1OC	0.1	-6%	1%	12%	11%	19%	-7%	2%	7%
C/C(=N/NC(N)=S)c1cc2ccc(O)cc2oc1=O	3.6	-15%	-5%	?	18%	?	339%[activator]	-14%	12%
CCOC(=O)c1c(S(=O)(=O)N2CCCC(C(=O)Nc3cccc(C#N)c3)C2)c(C)n(C)c1C (stereo not given)	-0.7	-5%[60.1 µM]	/	-24%	12%	-6%	-16%	-1%	-4%
O=c1cnnc(N/N=C/c2cccs2)[nH]1	0.4	-22%	0%	17%	-1%	?	13%	-4%	0%
O=C(NCc1ccc(F)cc1)C1CC(=O)N(Cc2ccco2)C1 (stereo not given)	-0.2	-4%	-5%	8%	5%	26%	-4%	-2%	9%
Cc1nc(SCC(=O)N2CCOCC2)c2c(C)c(C)sc2n1	0.3	-12%	8%	-1%	2%	0%	1%	-1%	-2%
C/C(=N\NC(=O)c1nn(C)c(C)c1Br)c1ccc(NC(=O)C2CCCC2)cc1	0.4	-4%	-6%	-17%	-12%	17%	-5%	-4%	11%
O=C(Cc1cccs1)N(c1ccc(Br)cc1)C1C=CS(=O)(=O)C1 (stereo not given)	0.0	1%	-2%	0%	1%	97%[activator]	-12%	-5%	8%
CC1CN(S(=O)(=O)c2ccccc2)C(C)N1C(=O)N1CCOCC1 (stereo not given)	0.5	-17%	5%	-1%	-8%	81%[activator]	-2%	-2%	-4%

POLI inh, entries above that show a hit
structure	TRHR ag	Pol kappa inh	APE1 inh	ALOX12 inh	POLI inh	Anesthetic bind	BLM inh	ERG-DNA inh
CCC/C=C1/CCCOC(C(=O)NCc2ccccn2)(C(F)(F)F)C1 (stereo not given)	/	4%&0%	0%	11%	89µM*!	-6%	0%	-2%

Only part of the results is shown; rates above refer to the full screens.
